HTRA1 inhibitor: HTRA1 (human) protease inhibition | inhibition, % at 5.96 µM | Q92743 | AID 504803 | 0.5% of 340,000 active | recombinant HTRA1, FP-rhodamine activity-based probe, fluorescence polarization; in the data active = inhibition above about 36%;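 also: 0% = enzyme with DMSO and 100% = wells lacking enzyme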
mABHD4 FP: ABHD4 (mouse) inhibition, primary FP screen; Q8VD66; purified mABHD4, FP-Rh probe fluorescence polarization; inhibition, % at 8.92 µM; 0.54% of 370,000 active; AID 720543;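 active = inhibition exceeding the mean over every tested compound plus 3 SD, cut at about 30% in these data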;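 also: 0% = plate median of compound wells and 100% = S159A mutant with DMSO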
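system = mouse ABHD4 enzyme, wild type | medium = HEPES pH 7.0, NaCl, Pluronic buffer | also added = FP-Rh probe | incubation = Enzyme–compound pre-incubation 45 min, then probe 60 min, both 25 °C | technique = fluorescence polarization, excitation 525 nm, emission 598 nm, BODIPY TMR filters | controls = S159A mutant high control, sample median low control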
TCR-CD3 inh: human TCR-CD3 binding inhibition | TAMRA-labeled TCR probe fluorescence, biochemical | inhibition, % at 9.4 µM | 0.37% of 360,000 active; in the data active = inhibition above about 19%;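 also: recombinant mutant TCR 2C K166C tagged with TAMRA read by polarization; 0% = receptor in buffer alone and 100% = receptor with positive control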
LEDGF integ inh: blocks HIV-1 LEDGF/p75-dependent DNA integration. TR-FRET IN-LEDGF/p75 DNA integration, Eu/Cy5. inhibition, % at 3.7 µM. 0.64% of 370,000 active;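 active = inhibition above the screen-wide mean plus 3 SD, cut at about 13% in these data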;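 also: signal is the Cy5 over europium emission ratio at 671 and 618 nm; 0% = plate median of compound wells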
GC-B act: GC-B (human) receptor activation; 0.11% of 370,000 active; AID 1920062; HEK293-GC-B cells, CNP EC30, cGMP TR-FRET; 0% at EC30 CNP, 100% saturating CNP; activation, % at 10 µM; P20594;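 active = activation at 10 µM reaching about 35% in either raw or pattern-adjusted values, limit read from the data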
TDP2 inh: TDP2 (human) inhibition, absorbance primary screen | 0.34% of 370,000 active | O95551 | inhibition, % at 12.8 µM | recombinant TDP2, T5PNP hydrolysis, p-nitrophenol absorbance 415 nm;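 active = inhibition above the mean of all tested compounds plus 3 SD, set per campaign, cut at about 25% in these data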;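 also: 0% = DMSO with enzyme and 100% = buffer with substrate but no TDP2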
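test system = human TDP2 enzyme | input = TDP2 enzyme at 120 nM final | medium = 50 mM Tris-HCl pH 7.5 with Mg2+, KCl, DTT, BSA | also added = T5PNP substrate, 5 mM | times = 2 h at 37 °C | technique = epi absorbance | benchmarks = high control without enzyme, low control DMSO plus TDP2 | replication = each compound tested once, singlicate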
rCAG RNA binder: binds r(CAG) RNA repeats; r(CAG) RNA repeat, TO-PRO-1 dye displacement fluorescence; inhibition, % at 3 µM; 1.3% of 370,000 active;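 active = inhibition above the plate cutoff, the mean of all test compounds on that plate plus 3 SD, cut at about 35% in these data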;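 also: 0% = DMSO alone and 100% = 100 µM mitoxantrone as full dye displacement; higher means more dye released from RNA so lower well fluorescence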
SIAE inh: inhibitors of human sialic acid acetylesterase SIAE | Q9HAT2 | SIAE FP-Rh probe binding, fluorescence polarization | inhibition, % at 9.66 µM | 0.69% of 370,000 active;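 active = inhibition above a cutoff: mean of compounds within the control limits plus 3 SD of those, cut at about 17% in these data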;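 also: 0% = plate median of compound wells and 100% = probe without SIAE protein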
MBD2 inh: MBD2-methylated oligo binding inhibition; AID 686964; inhibition, % at 4.4 µM; TR-FRET, MBD2 binding to methylated oligonucleotide; Q9UBB5; 0.31% of 370,000 active; in the data active = inhibition above about 13%
Target sequence (Q9UBB5 whole entry, looked up): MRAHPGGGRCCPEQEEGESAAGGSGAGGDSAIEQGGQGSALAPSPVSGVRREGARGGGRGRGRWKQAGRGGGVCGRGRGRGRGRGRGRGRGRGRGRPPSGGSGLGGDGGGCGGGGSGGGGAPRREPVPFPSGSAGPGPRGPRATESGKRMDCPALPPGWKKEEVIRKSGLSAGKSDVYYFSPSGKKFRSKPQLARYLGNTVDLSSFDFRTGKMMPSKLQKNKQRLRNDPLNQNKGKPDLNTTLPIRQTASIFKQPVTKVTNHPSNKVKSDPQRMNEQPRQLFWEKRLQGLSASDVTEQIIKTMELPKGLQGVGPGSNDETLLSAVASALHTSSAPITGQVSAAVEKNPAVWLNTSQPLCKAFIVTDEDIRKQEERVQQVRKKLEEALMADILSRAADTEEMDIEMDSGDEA
PRMT1 inh: inhibitors of human PRMT1; recombinant PRMT1, activity-based probe fluorescence polarization; inhibition, % at 2.79 µM; 1.3% of 370,000 active; AID 652257;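 active = inhibition above about 21% made by adding two undisclosed values, limit read from the data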
Target sequence (Q99873 whole entry, looked up): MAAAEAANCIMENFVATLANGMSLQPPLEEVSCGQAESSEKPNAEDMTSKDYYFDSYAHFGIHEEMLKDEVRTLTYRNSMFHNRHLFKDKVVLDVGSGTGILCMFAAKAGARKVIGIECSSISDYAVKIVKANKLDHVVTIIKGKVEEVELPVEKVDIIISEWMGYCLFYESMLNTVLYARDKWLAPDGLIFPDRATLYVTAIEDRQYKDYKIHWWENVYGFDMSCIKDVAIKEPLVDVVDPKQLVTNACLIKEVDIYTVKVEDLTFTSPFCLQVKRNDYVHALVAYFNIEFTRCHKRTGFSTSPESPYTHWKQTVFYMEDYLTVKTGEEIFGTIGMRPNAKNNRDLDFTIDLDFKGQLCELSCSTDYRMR
* = called active by the depositor; . = not tested or not shown.

SMILES	HTRA1 inhibitor	mABHD4 FP	TCR-CD3 inh	LEDGF integ inh	GC-B act	TDP2 inh	rCAG RNA binder	SIAE inh	MBD2 inh	PRMT1 inh
Cc1ccc(S(=O)(=O)NC2(C(F)(F)F)C(=O)Nc3c2c(=O)[nH]c(=O)n3-c2ccccc2)cc1 (stereo not given)	4	8	-3	-2	3	2	-1	0	8	1
NC(=O)c1cccc(Nc2nc(C(N)CCc3ccccc3)cs2)n1 (stereo not given)	.	9	1	-2	-1	-3	22	3	-2	-2
CC1=C(C(=O)N(C)C)C(c2ccccc2OC(F)F)NC(=O)N1 (stereo not given)	1	0	7	1	0	12	-6	-1	4	-2
Cc1onc(-c2ccccc2)c1CNC(=O)Nc1cccc(Cl)c1	-24	-17	-3	-2	-3	1	1	-6	4	4
O=C(c1ccco1)N1CCN(c2ccc([N+](=O)[O-])c(N3CCOCC3)c2)CC1	-3	4	6	-1	-8	-17	-10	-3	-11	0
NC(=O)c1nsc(C(=O)N(CC(=O)NC2CCCCC2)Cc2ccc(F)cc2)c1N	-2	-8	-4	0	-1	-3	-1	3	-8	1
COc1cc2ccccc2cc1C(=O)N/N=C/c1ccc2c(c1)OCO2	-39	-10	-10	-2	-2	3	3	-5	-3	1
c1ccc2sc(Nc3nc4cc5c(cc4s3)OCO5)nc2c1	-3	7	-8	6	-3	4	27	7	8	-1
CC(C)N1CCN(Cc2cc3ccccc3[nH]2)CC1CCO (stereo not given)	11	3	-2	-3	5	-3	4	0	4	-1
CC(C)[C@H](NC(=O)OCc1ccccc1)C(=O)OCc1cc(=O)oc2cc(O)ccc12	-4	2	0	-9	-4	-6	15	-3	0	5
COc1ccc(Nc2nc3cc(C)ccc3cc2C#N)c(OC)c1	8	1	8	-1	-10	7	1	0	1	2
CC(C)CC(=O)Nc1nnn(C)n1	1	5	9	2	-3	-2	-2	5	4	-2
O=C(CCNC(=O)c1ccccc1Cl)Nc1ccc(Cl)c(C(F)(F)F)c1	-22	-11	0	1	-3	8	-1	-2	-4	-3
COc1ccccc1/C=N/NC(=O)c1[nH]c(C)c(C(=O)N/N=C/c2ccccc2OC)c1C	-20	-6	4	0	2	-6	2	-10	-5	0
COC(=O)C1CCN(c2cc(=O)n(-c3ccc(OC)cc3)c(=O)[nH]2)CC1	-6	5	-7	3	4	-5	1	0	0	5
Cc1nn(-c2ccccc2)c2c1C(c1ccc(F)cc1)C(C#N)=C(N)O2 (stereo not given)	11	27	5	11	1	79*	10	12	-4	3
Cc1ccc(-c2cn3nc(-c4ccccc4)c(-c4ccccc4)nc3n2)cc1	.	-3	0	-3	-7	1	-7	-2	2	5
CCS(=O)(=O)c1ccc2oc(SCC(=O)c3c(N)n(C4CC4)c(=O)[nH]c3=O)nc2c1	-1	-5	-5	-3	-1	1	2	8	-1	3
CCOc1ccc(CNc2ccc3c(c2)nc(C)n3C)cc1	10	8	2	-4	-1	5	15	7	2	3
CN(C)S(=O)(=O)c1ccc(-n2cccc2)cc1	1	3	-2	-1	4	-3	5	-2	9	2
CCOC(=O)c1[nH]c(C)c(C(=O)OC(C)C(=O)Nc2ncc(Cl)cc2Cl)c1C (stereo not given)	-3	-9	0	-2	5	-13	-1	-4	1	1
COc1ccc(NC(=S)N2CCC(Cc3ccccc3)CC2)cc1OC	4	-6	2	2	0	8	-4	10	2	-4
O=C(NCCc1c[nH]c2ccccc12)C(=O)NCC1OCCCN1S(=O)(=O)c1ccc(F)cc1 (stereo not given)	2	-1	-3	0	-1	5	11	-2	2	3
O=C(CSc1nc2cc([N+](=O)[O-])ccc2n1-c1ccc(F)cc1)NC1CCS(=O)(=O)C1 (stereo not given)	0	-14	-1	3	2	10	2	11	-2	-2
COc1ccc(NC(=O)CN2C(=O)COc3ccccc32)cc1OC	-1	-3	2	5	5	-3	-1	-1	-2	-8

Next section; it opens with the 3 that closed the last part.
SMILES	HTRA1 inhibitor	mABHD4 FP	TCR-CD3 inh	LEDGF integ inh	GC-B act	TDP2 inh	rCAG RNA binder	SIAE inh	MBD2 inh	PRMT1 inh
O=C(NCCc1c[nH]c2ccccc12)C(=O)NCC1OCCCN1S(=O)(=O)c1ccc(F)cc1 (stereo not given)	2	-1	-3	0	-1	5	11	-2	2	3
O=C(CSc1nc2cc([N+](=O)[O-])ccc2n1-c1ccc(F)cc1)NC1CCS(=O)(=O)C1 (stereo not given)	0	-14	-1	3	2	10	2	11	-2	-2
COc1ccc(NC(=O)CN2C(=O)COc3ccccc32)cc1OC	-1	-3	2	5	5	-3	-1	-1	-2	-8
CC1CCCCC12NC(=O)N(CC(=O)OCC(=O)c1ccc(OC(F)F)cc1OC(F)F)C2=O (stereo not given)	4	1	9	-2	0	5	-10	11	4	5
N#CCCCSc1nnc(CSc2nc3ccccc3s2)n1-c1ccccc1	-13	-13	7	-1	-6	-15	3	9	-4	-2
O=S(=O)(CC(c1ccccc1)N1CCCCC1)c1ccc(Cl)cc1 (stereo not given)	.	1	12	1	-6	14	-5	17	-4	1
CCCCn1nnnc1SCC(=O)Nc1cccc(C)n1	2	10	3	3	3	-2	-8	-1	3	0
O=C(NC1(C(F)(F)F)NC(=O)N(Cc2cccnc2)C1=O)c1ccc(F)cc1 (stereo not given)	3	4	2	-4	-11	-6	-5	-7	-2	2
O=C(O)c1cc(N/N=C/c2cccnc2)ccc1Cl	7	8	1	0	2	6	-1	4	2	10
Cn1cnc(S(=O)(=O)N2CCN(C(c3ccccc3)c3ccccc3)CC2)c1	-7	1	-7	-1	-4	9	-3	6	-3	0
O=C(Nc1ccc(F)cc1)c1ccc2c(=O)n(CC3CCCO3)c(=S)[nH]c2c1 (stereo not given)	-9	-6	-3	-4	4	10	1	-1	1	0
COCCCNC(=O)Cn1cc(C(=O)c2cccs2)c2ccccc21	2	-9	-2	0	2	-6	6	-5	8	-4
Cc1nc2cc(NS(=O)(=O)c3c(C)c(C)cc(C)c3C)ccc2s1	-43	1	-1	1	-24	8	0	-7	-2	5
CCn1c(Cc2cccs2)nnc1SCC(=O)c1ccc(C)cc1	-8	-6	1	6	1	-15	2	-2	-7	-1
CC(=O)NCc1ccc(C(=O)COC(=O)COc2ccccc2)s1	9	2	6	-2	-3	10	6	3	-3	6
O=[N+]([O-])c1cccc(S(=O)(=O)Nc2nc3ccccc3nc2Nc2cccc(S(=O)(=O)N3CCCCC3)c2)c1	-6	22	2	-2	11	-4	52*	-30	-2	-1
CCOC(=O)c1c(CN(C)C)n(-c2ccccc2)c2cc(Br)c(O)cc12	-16	-2	7	0	-11	-10	-7	1	1	-4
CSc1sc(C)cc1C1C(C#N)=C(N)N(c2cccnc2)C2=C1C(=O)CC(C)(C)C2 (stereo not given)	-2	3	0	1	-12	-10	-2	7	-9	0
CCn1c2nc(SCCN3CCOCC3)nnc2c2cc(C)cc(C)c21	-9	-3	-4	-3	0	-8	0	-5	-4	2
COC(=O)[C@]12C[C@H](CC(=O)NCc3ccc(OC)c(OC)c3)C(=O)N(Cc3cccc4ccccc34)C1=C[C@H](COCc1ccccc1)O[C@@H]2C	.	-11	.	-4	-3	5	14	-4	3	-2
COc1ccc(-n2nc([N+](=O)[O-])c(=NCc3ccco3)n2O)cc1	1	4	6	-3	-5	0	-1	-8	4	-2
CS(=O)(=O)c1ccc(C(=O)N2CCN(C(=O)c3ccco3)CC2)cc1	0	4	-8	-3	1	12	1	0	1	2
O=S(=O)(NCCc1ccccc1)c1ccccc1	4	0	-2	3	-5	5	-3	3	2	-2
Cc1ccnc(NC(=O)c2cccc(S(=O)(=O)N3CCCc4ccccc43)c2)c1	-44	-7	-3	0	4	-1	0	-8	1	-1
COc1ccccc1Cn1c(=O)oc2ccc(C)cc21	-16	-1	-3	-2	-5	7	1	-2	4	6
O=C(NCC1CCCN(C(=O)c2cscn2)C1)c1ccc(-c2ccccc2)cc1 (stereo not given)	2	-3	7	3	-3	5	-3	-3	-6	-2
Cc1ccccc1OCc1nc2c3cnn(C)c3ncn2n1	-1	3	6	-1	-1	1	-2	1	-3	-2
OC[C@@H]1CN(Cc2cccs2)C[C@H](n2cnc3c(NCc4ccc(F)cc4)ncnc32)O1	.	-4	-3	-2	6	0	1	3	-4	-4
Next results follow.
SMILES	HTRA1 inhibitor	mABHD4 FP	TCR-CD3 inh	LEDGF integ inh	GC-B act	TDP2 inh	rCAG RNA binder	SIAE inh	MBD2 inh	PRMT1 inh
CCC(=O)N1CCCC(C)(C(=O)Nc2ccc3scnc3c2)C1 (stereo not given)	.	-4	-2	5	6	-3	3	13	-1	3
COc1cc(-c2noc(C)c2C#Cc2ccccn2)cc(OC)c1OC	-19	-1	1	-3	-13	4	3	4	1	0
O=C(O)/C(=C1\OC(=O)c2ccccc21)c1ccccc1	3	3	6	-5	2	5	-2	2	-3	-1
COC(=O)c1ccc(N2CCN(c3ccccc3)CC2)nc1	-1	4	0	-3	-2	5	0	-3	-2	-5
CC(C)C1Nc2ccc(C(=O)O)cc2C2C=CCC21 (stereo not given)	24	45*	0	17*	1	14	56*	3	14*	17
CC/C(C)=N/Nc1cccc([N+](=O)[O-])c1	-8	6	5	-5	1	4	5	3	-3	0
CC(=O)NC(=S)Nc1cc(C(F)(F)F)ccc1N1CCOCC1	0	-8	-7	-8	-1	-7	-6	-2	4	1
CN(C1=C(N2CCOCC2)C(=O)c2ccccc2C1=O)c1ccccc1	33	21	-2	-1	-14	-2	-6	5	-10	0
O=C(NCc1ccc(F)cc1F)[C@@H]1CCCN1C(=O)[C@@H]1CCCN1C(=O)c1cccs1	.	2	-1	2	6	-2	0	-5	1	-3
COc1ccc(/C=C/c2nc3cc(-c4ccccc4)ccc3o2)cc1O	-28	-7	-5	-5	-2	3	10	6	0	0
Cc1ccc(-n2c(SCC(=O)N/N=C/c3ccc(C)s3)nnc2-c2ccccc2)cc1	-23	-15	1	-4	-8	-3	6	-5	-1	-2
OCC1(Cc2cccc(Cl)c2)CCCN(Cc2cnn(-c3ccccc3)c2)C1 (stereo not given)	-21	-8	-1	0	-7	-18	-6	-3	-3	-1
CCC(=O)Oc1ccc(NC(=O)c2ccco2)cc1	3	-3	6	2	7	-4	-2	0	2	-2
CCN1CCN(c2cc(C)c3cc(NC(=O)c4ccc(C)c(C)c4)ccc3n2)CC1	-3	14	4	3	3	3	-6	3	0	8
CCCCOCCCNC(=O)C[C@H]1C[C@@]2(C(=O)OC)C(=C[C@H](C(C)(C)C)O[C@@H]2C)N(Cc2ccc3c(c2)OCO3)C1=O	.	10	-10	-3	-6	-4	4	4	-2	-1
CNC(=O)c1nn(C)c(=O)[nH]c1=O	-1	0	-4	4	3	7	0	6	3	-3
O=P1(O)Cc2ccccc2-c2ccccc21	1	3	3	-3	-3	7	1	0	5	2
CN(c1ccc(C(=O)N2CCCCCC2)cc1)S(=O)(=O)c1ccc(Cl)cc1	-1	-2	0	-1	0	10	-10	0	1	1
O=C(CSc1nnc2c(n1)[nH]c1ccc(F)cc12)NCc1ccc(F)cc1	-4	2	2	-3	1	12	2	-18	-3	-4

High-throughput results: PubChem BioAssay, several laboratories

A portion of the library; the hit share may differ from the screen's.
